# Screening data: PubChem, several laboratories
# GlmU inhibition: inhibition of mycobacterial GlmU enzyme – biochemical, glucosamine-1-phosphate acetyltransferase (AID 1376). M. tuberculosis GlmU acetyltransferase enzyme assay; higher % means a stronger effect. inhibition, %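 (tested at 30 µM in the primary screen)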, or IC50 in µM where a hit was titrated. hit rate 0.25% among 220,000; in the data active = inhibition above about 13%; inconclusive = no clear call, values can overlap the other calls;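 note: 0% = complete reaction with vehicle and 100% = reaction without substrate; strong numbers were not always called active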
# Mtb RmlCD inh: inhibitors of Mycobacterium tuberculosis RmlC and RmlD coupled enzymes; RmlC+RmlD coupled enzyme assay, percent inhibition; primary screen in compound mixtures; inhibition, % at 3.6 µM; hit rate 0.03% among 160,000; in the data active = inhibition mostly above about 34%, no sharp cut-off; inconclusive = no clear call, values can overlap the other calls; inactive = mostly below about 22%; note: some results filed as inactive read as strong as hits
# Target sequence (P9WH09 whole entry, looked up): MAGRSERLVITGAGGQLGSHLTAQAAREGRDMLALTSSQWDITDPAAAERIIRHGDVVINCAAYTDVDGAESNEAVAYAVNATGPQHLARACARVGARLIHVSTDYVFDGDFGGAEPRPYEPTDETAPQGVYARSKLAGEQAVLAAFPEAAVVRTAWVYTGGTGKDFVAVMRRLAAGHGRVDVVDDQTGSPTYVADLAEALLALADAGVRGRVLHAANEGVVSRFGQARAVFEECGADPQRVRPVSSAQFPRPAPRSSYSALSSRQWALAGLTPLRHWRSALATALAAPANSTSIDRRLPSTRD
# Target sequence (P9WH11 whole entry, looked up): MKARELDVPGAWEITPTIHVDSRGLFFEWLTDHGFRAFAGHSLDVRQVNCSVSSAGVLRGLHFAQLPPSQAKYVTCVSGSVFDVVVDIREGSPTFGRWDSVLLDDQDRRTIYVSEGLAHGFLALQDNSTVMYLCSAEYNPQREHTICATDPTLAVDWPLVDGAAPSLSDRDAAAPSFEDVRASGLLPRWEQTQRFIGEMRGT
# Active calls of the source: *; ? = inconclusive; . = not tested or not shown. Some of the compounds tested; count on the stated rates, not on these rows.
# The line under a structure holds: Mtb RmlCD inh, GlmU inhibition
CN1CCN(C(=O)C2=C[C@@H](c3coc4ccccc4c3=O)C[C@@H](OCCCCO)O2)CC1
 : ., -2.5%
O=C(Nc1ccccc1)C1CC(O)CN1S(=O)(=O)c1ccc([N+](=O)[O-])cc1 (centres undefined)
 : -3, -0.9%
Cc1cccc(NC(=S)NCC(C)CSc2ccc(Cl)cc2)c1 (centres undefined)
 : -2, -4.4%
COC(=O)c1sc(SC)nc1N
 : -3, 2.8%
Cc1ccc2nc(/C(C#N)=C/c3ccc(-c4cccc([N+](=O)[O-])c4)o3)[nH]c2c1
 : ., -0.5%
CC(C)Nc1nc(NC(C)C)nc(N(C#N)CCOc2ccc(Cl)cc2Cl)n1
 : -11, -5.8%
O=C(c1ccncc1)N(c1ccc2oc3c(c2c1)CCCC3)S(=O)(=O)c1ccc(F)cc1
 : 7, -1.2%
Cc1cc(NC(=O)CSc2nnc(C3COc4ccccc4O3)n2C)no1 (centres undefined)
 : -1, -0.6%
CCCCCn1c(NC(=O)c2ccco2)c(C(=O)OCC)c2nc3ccccc3nc21
 : ., 2.8%
O=C(NC1CCCCC1)C(c1ccc(F)cc1)N(C(=O)Cc1ccsc1)c1ccc(F)cc1 (centres undefined)
 : 9, 2.3%
O=S(=O)(c1ccc2nnn(O)c2c1)N1CCCCC1
 : -8, 7.6%
CC(C)C(=O)c1cn(CC(=O)NCC2CCCO2)c2ccccc12 (centres undefined)
 : 7, -0.3%
CC(C)CC(C(=O)O)N1C(=O)[C@@H]2[C@H](C1=O)[C@@H]1C[C@H]2C(Br)C1Br (some centres undefined)
 : ., 3.2%
Cc1cc(/C=N/Nc2nc(N3CCOCC3)nc(N3CCOCC3)n2)c(C)n1-c1ccccc1
 : -4, 4.5%
COc1ccc(OC)c(NC(=S)NCc2ccco2)c1
 : ., 1.2%

# The line under a structure holds: Mtb RmlCD inh, GlmU inhibition
Cc1cccc(N2C(=S)N=C(Nc3c(C)cccc3C)C23CCOC(C)(C)C3)c1 (centres undefined)
 : ., -0.2%
C=CCC(CC=C)(NC(=O)c1cccc(C)c1)c1ccccc1
 : -6, 1.6%
O=C(Nc1ccccc1N1CCCC1)c1ccc(Br)o1
 : -4, -1.5%
Cc1ccccc1OCC(O)CN1CCN(c2ccccn2)CC1 (centres undefined)
 : 19, -3.0%
C#CC[N+](C)(C)C(C#Cc1ccccc1)CC=C (centres undefined)
 : ., -9.8%
CC(=O)c1cn(CC(=O)Nc2ccc(C)cc2)c2ccccc12
 : ., -0.3%
CCc1nc2oc3cc(OC)ccc3c(=O)c2c(=O)n1Cc1ccccc1
 : -3, 1.9%
Oc1cccc(/C=N/Nc2nn3cnnc3c3ccccc23)c1
 : ., -4.7%
O=c1c2c3nc4ccccc4nc3n(CC3CCCO3)c2ncn1CCc1ccccc1 (centres undefined)
 : ., -4.2%
N#C/C(=N\Nc1ccccc1F)C(=N)N1CCCCC1
 : ., -3.1%
O=C(CSc1ccc(-c2ccccn2)nn1)Nc1nccs1
 : -11, -5.5%
O=c1cc[nH]c2c(C(F)(F)F)cccc12
 : -13, 2.4%
CC(=O)Nc1ccc(S(=O)(=O)N2CCN(Cc3ccncc3)CC2)cc1
 : -7, -4.3%
Cc1ccc(-n2nnnc2-c2cnc(N3CCCC3)nc2C(F)(F)F)cc1
 : -1, 1.2%
Cc1cccc(NC(=O)N2CCCC2C(=O)Nc2ccccc2)c1 (centres undefined)
 : 3, -4.1%

# Three successive compounds out of the list so far:
# The line under a structure holds: Mtb RmlCD inh, GlmU inhibition
CC(=O)Nc1ccc(S(=O)(=O)N2CCN(Cc3ccncc3)CC2)cc1
 : -7, -4.3%
Cc1ccc(-n2nnnc2-c2cnc(N3CCCC3)nc2C(F)(F)F)cc1
 : -1, 1.2%
Cc1cccc(NC(=O)N2CCCC2C(=O)Nc2ccccc2)c1 (centres undefined)
 : 3, -4.1%

# New compounds follow:
# The line under a structure holds: Mtb RmlCD inh, GlmU inhibition
COc1ccc(C/C(N)=N/OC(C)=O)cc1OC
 : -13, -0.7%
O=c1c2cnn(-c3ccccc3)c2nc(-c2cccs2)n1-c1cccc(Cl)c1
 : -5, -3.9%
N#Cc1nc(-c2ccccc2Cl)oc1NCC1CCCO1 (centres undefined)
 : -5, 2.5%
CCCNC(=O)C1(CC2CC(c3ccccc3)=NO2)CCN(C(=O)CCCCCBr)CC1 (centres undefined)
 : ., -2.1%
COc1cc(C)c2c(c1C=O)Oc1c(c(C)c(O)c3c1C(O)OC3=O)OC2=O (centres undefined)
 : 23, 4.1%
O=C(N/N=C/c1ccc(O)c([N+](=O)[O-])c1)C1CC1(c1ccccc1)c1ccccc1 (centres undefined)
 : 6, -2.4%
O=S(=O)(/N=C(\c1ccccc1)N1CCOCC1)c1cccs1
 : 2, 7.1%
Fc1ccc(NC(=S)NC2CC3CCC(C2)N3Cc2ccco2)cc1 (centres undefined)
 : -4, -0.9%
CC(C)N1CCc2[nH]c(=S)[nH]c(=O)c2C1
 : 16, 4.0%
Cc1ccc(CN2CCN(Cc3cccn3-c3ccccn3)CC2CCO)cc1 (centres undefined)
 : -5, -7.5%
Cc1ccccc1-n1ncc2c(SCC(=O)N3c4ccccc4CC3C)ncnc21 (centres undefined)
 : ., -0.7%
CC1=C(N2CCN(c3ncccn3)CC2)CCC1=O
 : ., -0.8%
O=c1c2ccccc2sc2ccc(C#CC3(O)CCCCC3)cc12
 : ., 6.0%
Cc1ccc(N2CCN(CCc3ccccc3)CC2)cc1
 : ., 2.9%
O=C(O)CSC1=NC(=Nc2ccc(Cl)cc2)C2(CCCCC2)N1c1cccc(C(=O)O)c1
 : -7, 1.1%

# The line under a structure holds: Mtb RmlCD inh, GlmU inhibition
COc1ccc(C(=O)CCC(C)(C)[N+](=O)[O-])cc1
 : 4, -2.2%
O=c1c2cc(NC(=S)NCCN3CCCCCC3)ccc2nc2n1CCCCC2
 : -14, -3.6%
CCOC(=O)CSc1nc(C)cc(=O)[nH]1
 : -9, -1.0%
COC(=O)c1c(C)nc(C)c(C(=O)OC)c1-c1ccc(OC)cc1
 : -1, 0.9%
CCOC(=O)CN(C(=O)CSc1nnc2c(n1)[nH]c1ccccc12)c1ccccc1
 : ., 2.9%
Cn1c(SCC(=O)NC2CCCC2)nnc1-c1ccncc1
 : ., 1.7%
Fc1ccc(COc2ccccc2C(=S)N2CCCC2)cc1
 : -1, -1.9%
Cc1ccc(N2CCN(C(=O)c3ccccc3)CC2)c(C)c1
 : ., -2.0%
Cc1ccc(-c2noc(CCCC(=O)N3CCOCC3)n2)cc1
 : -5, 2.9%
CCOc1ccc(C(=S)N2CCOCC2)cc1OCC
 : 2, 4.2%
CC(C)OC(=O)Nc1ccc2c(c1)N(C(=O)CCN1CCOCC1)c1ccccc1CC2
 : -5, 1.3%
N#C/C(=C/c1ccccc1[N+](=O)[O-])c1nc(C2CC2)cs1
 : ., -6.3%
CCOC(=O)C1CCN(C(=O)COc2ccc(Br)cc2)CC1
 : ., 5.8%
CCN(CC)C(=O)c1c(NC(=O)c2ccccc2)sc(C)c1C
 : 6, 7.2%
COc1ccc(NC(=O)/C(C#N)=C\c2cc(C)n(-c3ccc4c(c3)OCO4)c2C)cc1
 : -6, 2.3%

# The line under a structure holds: Mtb RmlCD inh, GlmU inhibition
CC(C)(C)c1ccc(Oc2ccc(NC(=O)c3cccs3)cn2)cc1
 : -8, -1.0%
COc1ccc(C(=O)NCc2nnc(SCC(=O)c3ccccc3)n2C)cc1
 : -10, -4.2%
O=C(CSc1ccc(-c2ccco2)nn1)NCc1ccc2c(c1)OCO2
 : 2, 0.9%
Cc1ccc(S(=O)(=O)N2CCC(=O)N(C(CO)C(C)C)CC2)cc1 (centres undefined)
 : ., 3.7%
O=c1c(-c2ccc3c(c2)OCCO3)coc2cc(O)cc(O)c12
 : ., 1.9%
CCCCC12CN3CC(C)(CN(C1)C3c1ccc([N+](=O)[O-])o1)C2=O (centres undefined)
 : 6, -2.5%
Cc1ccc(C2=NC(=O)/C(=C/c3cc(O)c(O)c(Br)c3)S2)cc1
 : 2, 18%*
CC(C)CCN(C(=O)Nc1ccc(Cl)cc1)C1CCN(C(C)C)CC1
 : -7, -7.2%
COc1cccc(C2=NOC(C(=O)N3CCN(Cc4ccccc4)CC3)C2)c1OC (centres undefined)
 : 2, .
Cc1ccc(S(=O)(=O)N2CCN(C(C)C(=O)N3CCCc4ccccc43)CC2)cc1 (centres undefined)
 : ., -1.9%
COc1cc(C(=O)N2CCC(O)(c3ccccc3)CC2)cc(OC)c1OC
 : ., -0.2%
COc1ccccc1-c1nnc2sc(-c3cnccn3)nn12
 : 0, 3.3%
O=C(Nc1ccc2c(c1)OCO2)N1CCN(C(=O)C2CCCO2)CC1 (centres undefined)
 : ., 2.8%
O=[N+]([O-])c1ccc(N2CCN(c3ccc(O)cc3)CC2)c(Cl)c1
 : ., 7.9%
CC(=O)OCCc1c(C)nc2nc[nH]n2c1=O
 : -10, -2.7%

# The line under a structure holds: Mtb RmlCD inh, GlmU inhibition
CS(=O)(=O)N(CC(=O)N1CCCC1)c1cc(Cl)c(Cl)cc1Cl
 : ., 1.6%
Cc1csc(NC(=O)C(F)(F)F)n1
 : ., -3.9%
COc1ccc(/C=N/NC(=O)CCCOc2ccc(Cl)cc2Cl)cc1
 : ., 0.4%
Cc1ccc(C)c(N2C(=O)CS/C2=N\NC(=O)c2ccccc2Cl)c1
 : ., 2.9%
Cn1c(CSCc2ccccc2)n[nH]c1=S
 : -2, 2.1%
CN(C)CCCC(C)(O)C(Cc1ccccc1)c1ccccc1 (centres undefined)
 : -2, -5.9%
CS(=O)CCC(NS(=O)(=O)c1ccccc1)C(=O)O (centres undefined)
 : -3, -5.1%
CCc1ccc(-c2nc(CN3CCC(C(=O)N4CCN(c5ccccc5)CC4)CC3)c(C)o2)cc1
 : 20, -4.5%
N#CC1=C(C2CC2)CC(c2ccccc2)C(C#N)=C1N (centres undefined)
 : -15, 0.7%
COc1ccc(CNc2nc3nc(C)cc(C)n3n2)cc1
 : -12, -4.9%
COc1ccccc1N(CC(=O)NCC1CCCO1)C(=O)CNS(=O)(=O)c1ccccc1 (centres undefined)
 : 9, 3.6%
Cc1ccc(-c2csc(NC(=O)Cn3cnc4c3c(=O)n(C)c(=O)n4C)n2)cc1C
 : -9, -0.2%
Cc1ccc(S(=O)(=O)Nc2ccc(-c3cn4ccc(C)cc4n3)cc2)cc1
 : 4, -8.7%
COCCn1c(SCc2nc3ccccc3c(=O)[nH]2)nc2ccccc2c1=O
 : 7, -6.8%
COc1cccc(NC(=O)c2cc(C(=O)Nc3cccc(OC)c3)n(C)n2)c1
 : ., 2.3%

# The line under a structure holds: Mtb RmlCD inh, GlmU inhibition
CCCCC(=O)Nc1sc(C(=O)N(CC)CC)c(C)c1C(=O)OC
 : -8, 0.5%
C=CCOc1ccc(/C(O)=C2/C(=O)C(=O)N(CCCN3CCOCC3)C2c2ccccc2)cc1 (centres undefined)
 : ., -1.8%
O=C(Cc1ccccc1[N+](=O)[O-])NCc1ccncc1
 : ., -2.7%
CSc1ccccc1C(=O)NCc1ccccc1C
 : -12, 0.9%
O=C(NCCC1=CCCCC1)C1CCCN(c2nc3ccccc3o2)C1 (centres undefined)
 : -9, -2.4%
Cc1ccc(-c2nn(-c3ccccc3)cc2/C=C(\C#N)C(=O)NCc2ccccc2)cc1
 : -7, -1.4%
NNC(=O)CCn1nnc2ccccc21
 : 14, -1.8%
COCCN(C(=O)Cc1cccs1)C(C(=O)NC1CCCC1)c1ccc(OC)c(OC)c1 (centres undefined)
 : -13, -1.1%
Cc1c(N/N=C(\C#N)C(=O)c2ccccc2)c(=O)n(-c2ccccc2)n1C
 : ., 0.1%
COc1ccc(NC(=O)C(=O)NNC(=O)c2cccs2)c(OC)c1
 : ., 8.2%
Cc1cc2cc(CNC(=O)Nc3ccc(Cl)c(Cl)c3)ccc2n1C
 : ., -16%
COc1cc(OC)cc(C(=O)NNC(=O)c2cc3c(s2)CCCC3)c1
 : ., -4.2%
Cn1c(C(=O)O)ccc1S(=O)(=O)N1CCCCCC1
 : 9, .
Cc1nn(Cc2ccc([N+](=O)[O-])cc2)c(=O)n1N(C)c1ncc(C(F)(F)F)cc1Cl
 : 0, 14%*
Cc1ccsc1C1NC(=O)c2c(sc3c2CCCC3)N1 (centres undefined)
 : ., 2.0%

# Brought forward from above: 2 entries, then new ones.
# The line under a structure holds: Mtb RmlCD inh, GlmU inhibition
Cc1nn(Cc2ccc([N+](=O)[O-])cc2)c(=O)n1N(C)c1ncc(C(F)(F)F)cc1Cl
 : 0, 14%*
Cc1ccsc1C1NC(=O)c2c(sc3c2CCCC3)N1 (centres undefined)
 : ., 2.0%
CCN(CC)CC#CC(OC)(c1ccccc1)c1ccccc1
 : -15, 4.6%
O=C(COC(=O)c1cccs1)Nc1nc(-c2ccccc2)cs1
 : 8, -0.3%
CCN(CC)C(=S)Sc1c(-c2ccccc2)c2cc(Cl)ccc2[nH]c1=O
 : 8, -4.1%
Cc1c2cnn(CC(=O)N3CCC4(CC3)OCCO4)c(=O)c2c(C)n1Cc1ccccc1
 : -11, -3.8%
CCC(CO)n1c(=S)[nH]c2cc(OC)c(OC)cc2c1=O (centres undefined)
 : -1, 2.2%
COc1ccc(/C=N/NC(=O)c2cccc(Br)c2)cc1CN1CCOCC1
 : ?, -2.4%
O=C1CC2(CCCC2)CC(=O)N1CCCCN1CCN(c2ncccn2)CC1
 : ., 0.7%
COCCCn1cc(C(=O)c2cc(OC)ccc2OCC(=O)Nc2cc(C)on2)cc(C#N)c1=O
 : 6, 0.9%
CN(C(=O)CSc1nnc(-c2ccncc2)n1Cc1ccccc1)C1CCS(=O)(=O)C1 (centres undefined)
 : ., -1.9%
COCC(=O)Nc1nc(-c2ccc([N+](=O)[O-])cc2)cs1
 : -7, -1.6%
Nc1c(C(=O)NCc2ccco2)c2nc3ccccc3nc2n1CCc1ccc(F)cc1
 : 60, 0.2%
COc1ccc([N+](=O)[O-])cc1NS(=O)(=O)c1ccccc1
 : ., 0.0%
COc1cc2c(cc1OC)CN(Cc1cc(=O)oc3cc(C)c(C)cc13)CC2
 : -8, 1.3%
